Assay outcomes as filed in PubChem BioAssay.
MEX-5 binding – C. elegans MEX-5 TCR-2 RNA binding activity; Q9XUB2; MEX-5/FITC-TCR2 RNA binding, fluorescence polarization; active compounds read low; activity score (negative = inhibition of binding), % at 10 µM; hit rate 0.38% among 300,000; AID 1832;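 active means inhibition past about -25% in most replicates, and total fluorescence under double the plate's negative control median, limit read from the data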;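 further: 0% = DMSO and -100% = 5 µM competing unlabeled TCR2 RNA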
BCLXL inh – blocks human Bcl-xL binding to Bim BH3 peptide | Q07817 | GST-Bcl-xL / FITC-Bim BH3 peptide fluorescence polarization | inhibition, % at 10.9 µM | hit rate 0.7% among 320,000 | AID 2129;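 active means inhibition above the mean of all tested compounds plus 3 SD, cutoff set per campaign, cut at about 30% in these data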;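 further: 0% = DMSO wells and 100% = unlabeled Bim-BH3 peptide competitor; inhibitors lower millipolarization by displacing the labeled peptide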
PME-1 inh – blocks human protein phosphatase methylesterase 1; inhibition, % at 5.9 µM; recombinant PME-1, FP-Rh probe fluorescence polarization; AID 2130; hit rate 0.53% among 320,000;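 active means inhibition above the campaign mean of all compounds plus 3 SD, cut at about 26% in these data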;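 further: competitive labeling of PME-1 active site by serine hydrolase directed probe; 0% = PME-1 with DMSO and 100% = wells lacking PME-1 enzyme; inhibitors block probe labeling so polarization falls and inhibition rises; many of its hits are not listed in these tables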
TPT1 inhibitor – inhibitors of Candida albicans tRNA 2'-phosphotransferase TPT1 | recombinant caTPT1, FP RNA substrate dephosphorylation | inhibition, % at 5 µM | hit rate 0.81% among 300,000 | AID 1962;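 active means inhibition above the mean of all tested compounds plus 3 SD, set per screening campaign, cut at about 24% in these data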;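 further: plate controls were DMSO alone for no effect and ferristatin control at 100 nM for full effect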
Fam108B inh – blocks mouse Fam108B hydrolase in RBBP9 counter-screen; recombinant Fam108B, FP-Rh probe fluorescence polarization; inhibition, % at 9.51 µM; hit rate 0.33% among 300,000; AID 1947;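 active means inhibition above the screen mean inhibition plus 3 SD, computed separately per campaign, cut at about 18% in these data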;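 further: inhibitors lower polarization as less probe binds the enzyme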
GSTO1 inh – blocks human GSTO1 in RBBP9 counter-screen. recombinant GSTO1, activity-based probe fluorescence polarization. inhibition, % at 5.96 µM. AID 1974. hit rate 1.1% among 300,000. P78417;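 active means inhibition above the campaign mean inhibition plus 3 SD, cut at about 35% in these data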;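 further: 0% = GSTO1-1 with DMSO and 100% = wells lacking GSTO1-1 enzyme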
PAD4 FP inh – blocks human protein arginine deiminase 4 | Q9UM07 | recombinant PAD4, RCA probe fluorescence polarization | inhibition, % at 6.36 µM | hit rate 0.41% among 330,000;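 active means percent inhibition above a cutoff equal to the mean of all tested compounds plus 3 SD, cut at about 15% in these data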;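 further: 0% = PAD4 with RCA probe and DMSO and 100% = probe without PAD4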
Target sequence (Q9UM07 whole entry, looked up): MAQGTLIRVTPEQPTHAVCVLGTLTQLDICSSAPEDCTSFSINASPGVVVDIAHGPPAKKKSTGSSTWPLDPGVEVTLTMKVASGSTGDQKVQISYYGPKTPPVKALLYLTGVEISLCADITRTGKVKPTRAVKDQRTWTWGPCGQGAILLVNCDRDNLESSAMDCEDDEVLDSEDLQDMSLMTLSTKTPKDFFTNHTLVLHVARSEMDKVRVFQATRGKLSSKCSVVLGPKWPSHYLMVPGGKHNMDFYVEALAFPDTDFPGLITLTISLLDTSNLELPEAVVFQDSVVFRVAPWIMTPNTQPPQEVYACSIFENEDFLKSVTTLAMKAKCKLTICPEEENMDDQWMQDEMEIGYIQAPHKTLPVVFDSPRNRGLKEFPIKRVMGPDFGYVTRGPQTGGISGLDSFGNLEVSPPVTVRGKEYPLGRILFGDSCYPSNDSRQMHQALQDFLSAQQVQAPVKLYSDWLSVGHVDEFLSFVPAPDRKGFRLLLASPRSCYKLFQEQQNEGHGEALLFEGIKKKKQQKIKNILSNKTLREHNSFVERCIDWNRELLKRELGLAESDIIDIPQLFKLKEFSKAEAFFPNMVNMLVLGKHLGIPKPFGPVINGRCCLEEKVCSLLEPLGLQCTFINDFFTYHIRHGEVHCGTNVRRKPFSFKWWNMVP
GLD-1 TGE inh – GLD-1-TGE RNA interaction inhibition (C. elegans); purified GLD-1 + fluorescein TGE RNA, fluorescence polarization; inhibition, % at 5.96 µM; hit rate 0.44% among 320,000;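 active means percent inhibition above a per-plate cutoff, the plate mean of test compounds plus 3 SD, cut at about 30% in these data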;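 further: 0% = DMSO wells with GLD-1 and probe and 100% = wells lacking GLD-1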
MCL1 BIM primary – inhibitors of human MCL1 binding to BIM-BH3 peptide | inhibition, % at 10.9 µM | Q07820 | hit rate 0.68% among 320,000 | GST-MCL1 / FITC-Bim-BH3 fluorescence polarization | AID 2057;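 active means inhibition above the mean inhibition of all tested compounds plus 3 SD, set per campaign, cut at about 40% in these data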;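 further: 0% = DMSO wells and 100% = unlabeled Bim-BH3 peptide control; higher means more loss of mP so more displacement of Bim peptide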
Target sequence (Q07820 whole entry, looked up): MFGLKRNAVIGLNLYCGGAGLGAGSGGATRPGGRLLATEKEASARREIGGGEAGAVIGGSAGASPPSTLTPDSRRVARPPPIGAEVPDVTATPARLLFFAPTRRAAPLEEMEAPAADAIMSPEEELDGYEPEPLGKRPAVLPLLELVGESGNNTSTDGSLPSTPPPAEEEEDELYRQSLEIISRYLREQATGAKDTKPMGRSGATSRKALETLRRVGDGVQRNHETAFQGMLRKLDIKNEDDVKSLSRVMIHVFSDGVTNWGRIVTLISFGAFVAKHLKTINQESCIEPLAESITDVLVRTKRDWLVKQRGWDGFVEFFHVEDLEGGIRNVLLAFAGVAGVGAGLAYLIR
The depositor's hits bear a star; / = no result given.

SMILES	MEX-5 binding	BCLXL inh	PME-1 inh	TPT1 inhibitor	Fam108B inh	GSTO1 inh	PAD4 FP inh	GLD-1 TGE inh	MCL1 BIM primary
COc1ccccc1/C=C(/NC(=O)c1ccc(Cl)cc1Cl)C(=O)O	1.2	-5	-2	5	-5	-1	4	-4	-4
COc1cc(NC(=S)N2CCN(CCO)CC2)cc(OC)c1	1.4	73*	-4	-35	-2	-4	2	4	82*
Cc1ccc(NC(=O)c2cnccn2)c(OC(F)F)c1	0.0	6	1	2	-2	-2	-4	2	7
CCc1cccc(NC(=O)c2cccc3c2C(=O)N(C2CCCCC2)C3)c1	2.5	3	-6	-3	-10	-9	-3	6	6
CCC(C)N(C(=O)COC(=O)c1nc2nc(C)cc(C)n2n1)C1CCS(=O)(=O)C1 (configuration not stated)	-2.2	-12	1	2	-4	5	-5	-2	-18
CCCCNC(=O)C1CCN(S(=O)(=O)N2CCCCCC2)CC1	/	2	-2	1	1	-2	5	-3	1
CC1(C)Cc2c(c(N3CCCC3)nc3sc4c(N5CCN(CCO)CC5)ncnc4c23)CO1	/	4	2	3	-3	-11	2	-4	-2
CCC(C)NC(=O)C1c2cc(OC)c(OC)cc2C(=O)N(C)C1c1ccc(OC)cc1 (configuration not stated)	-0.4	8	-2	1	0	2	0	0	6
COc1ccc(C(=O)NNC2=NCCCCC2)cc1	1.2	-2	0	0	4	7	-4	6	-2
O=C(COC(=O)c1ccc(Br)o1)Nc1ccc(N2CCOCC2)cc1	/	6	-3	/	/	/	9	-2	-1
COc1cccc(/C=N/NC(=O)c2nc(-c3ccccc3)cc(-c3ccccc3)n2)c1O	2.1	5	-13	-1	3	-1	-6	2	1
CCOc1ccccc1NC(=O)CSc1nnnn1Cc1ccccc1	1.0	-3	5	1	2	-3	-3	4	2
COc1c(C)cccc1C(=O)Nc1ccc(N2CCN(S(C)(=O)=O)CC2)cc1	1.1	5	3	1	-3	1	1	1	2
O=C(CN1c2ccccc2Sc2ccccc21)N/N=C/c1ccccc1	-0.3	-2	8	0	1	4	-1	2	3
Cc1cc(C)cc(N(CCC#N)C(=O)CSC2=Nc3ccccc3C3CC=NN23)c1 (configuration not stated)	0.0	3	-3	0	1	6	4	-8	7

An excerpt from above in order of heavy-atom count, high to low:
SMILES	MEX-5 binding	BCLXL inh	PME-1 inh	TPT1 inhibitor	Fam108B inh	GSTO1 inh	PAD4 FP inh	GLD-1 TGE inh	MCL1 BIM primary
COc1cccc(/C=N/NC(=O)c2nc(-c3ccccc3)cc(-c3ccccc3)n2)c1O	2.1	5	-13	-1	3	-1	-6	2	1
COc1c(C)cccc1C(=O)Nc1ccc(N2CCN(S(C)(=O)=O)CC2)cc1	1.1	5	3	1	-3	1	1	1	2
O=C(COC(=O)c1ccc(Br)o1)Nc1ccc(N2CCOCC2)cc1	/	6	-3	/	/	/	9	-2	-1
COc1ccccc1/C=C(/NC(=O)c1ccc(Cl)cc1Cl)C(=O)O	1.2	-5	-2	5	-5	-1	4	-4	-4
COc1cc(NC(=S)N2CCN(CCO)CC2)cc(OC)c1	1.4	73*	-4	-35	-2	-4	2	4	82*
Cc1ccc(NC(=O)c2cnccn2)c(OC(F)F)c1	0.0	6	1	2	-2	-2	-4	2	7

Further entries.
SMILES	MEX-5 binding	BCLXL inh	PME-1 inh	TPT1 inhibitor	Fam108B inh	GSTO1 inh	PAD4 FP inh	GLD-1 TGE inh	MCL1 BIM primary
COc1cccc(-n2cnnn2)c1	-0.7	4	0	-2	-2	-3	-4	3	15
CC(=O)Nc1cc[n+](C(C)C(=O)c2ccc(Cl)cc2)cc1 (configuration not stated)	0.5	1	-1	1	1	1	0	3	3
CCn1c(SCC(=O)Nc2oc(C)c3c(C)n[nH]c(=O)c23)nc2sc(C)c(C)c2c1=O	-0.5	1	-3	-2	-3	-1	-1	8	-7
CCC(=O)Nc1cc(Cl)ccc1C(=O)O	-1.3	-2	-1	1	-2	-8	0	1	0
COc1ccc(OCC(=O)Nc2cc(C)c(Cl)cc2OC)c([N+](=O)[O-])c1	1.7	7	-7	-3	-2	-2	5	5	5
COc1ccccc1-n1cnnc1SCC(=O)N1CCOCC1	-0.6	2	0	-5	-1	6	4	6	7
O=[N+]([O-])c1ccc(N2CCN(C(=S)Nc3ccc(F)cc3F)CC2)cc1	1.9	7	2	-3	-4	2	-3	-3	10
O=C(CN1C(=O)NC2(CCCCCC2)C1=O)N1CCN(c2ccccc2)CC1	/	-3	-3	/	/	/	-5	6	-4
O=C(NCC(=O)N(Cc1ccco1)C(C(=O)NC1CCCC1)c1ccncc1)c1cccs1 (configuration not stated)	-2.6	6	2	-3	-1	-4	-2	3	-7
CCCOC(=O)Cc1c(O)c2ccccc2[nH]c1=O	0.4	6	0	1	2	1	-3	5	0
COCCNC(=O)C1CC(c2ccc(F)cc2)=NO1 (configuration not stated)	1.3	0	2	-6	2	0	2	-1	-2
Cc1ccc(C)c(NC(=O)C2CC(=O)N(C(C)C)C2)c1 (configuration not stated)	1.9	5	-1	1	-1	-4	-3	7	5
CC(C)Cn1c(/C=C/c2ccccc2)nc2ccccc21	-9.4	1	8	1	9	-2	1	-3	5
Cc1cc(NC(=O)c2cn(C3CCCCC3)c(=O)c3c2c2ccccc2n3C)no1	2.7	-6	-6	4	-7	-6	-3	-4	-7
O=C(Nc1nccs1)c1ccc(-c2cccc([N+](=O)[O-])c2)o1	0.7	-2	-10	-5	-4	-3	-3	10	0

Copied from the listing (2 entries):
SMILES	MEX-5 binding	BCLXL inh	PME-1 inh	TPT1 inhibitor	Fam108B inh	GSTO1 inh	PAD4 FP inh	GLD-1 TGE inh	MCL1 BIM primary
COc1ccccc1/C=C(/NC(=O)c1ccc(Cl)cc1Cl)C(=O)O	1.2	-5	-2	5	-5	-1	4	-4	-4
COc1cc(NC(=S)N2CCN(CCO)CC2)cc(OC)c1	1.4	73*	-4	-35	-2	-4	2	4	82*

Remaining list, next part:
SMILES	MEX-5 binding	BCLXL inh	PME-1 inh	TPT1 inhibitor	Fam108B inh	GSTO1 inh	PAD4 FP inh	GLD-1 TGE inh	MCL1 BIM primary
CCOC(=O)c1c(NC(C)=O)sc2c1CCC(C=O)=C2Sc1ccccc1	0.8	15	-8	0	-4	28	-6	8	24
CC(C)N(Cc1ccccc1)C(=O)C1CCCN(c2ncnc3c2nc2n3CCCCC2)C1 (configuration not stated)	0.0	-1	6	-2	-1	1	-9	-1	1
CCOC(CC(=O)NNC(=O)c1c(-c2c(Cl)cccc2Cl)noc1C)OCC	-0.6	4	2	-4	2	-3	2	5	1
COc1ccc(Cl)cc1NC(=O)CSc1nc2ccsc2c(=O)n1CC1CCC(C(=O)O)CC1 (configuration not stated)	-0.1	3	-4	2	-5	-26	-6	-3	-4
O=C(NNC(=O)c1cccnc1)Nc1ccc(Cl)c(Cl)c1	-1.9	3	1	-3	2	-5	1	2	7
COc1ccc(N2CCN(c3nccs3)CC2)cc1	0.4	-6	0	1	0	1	1	4	-10
Cc1ccc2c(C)c(C(=O)Nc3c(C)n(C)n(-c4ccccc4)c3=O)oc2c1C	-3.0	3	0	3	4	-1	-2	-4	-1
COC(=O)c1ccc(S(=O)(=O)N2CCN(C)CC2)n1C	-2.0	-1	-1	-1	-3	3	1	5	-5
Cc1ccc(CNC(=O)CSc2nc3[nH]ncc3c(=O)[nH]2)cc1	-0.5	2	0	-2	6	-5	-6	-4	-5
COc1ccc(N(CC(=O)Nc2ccccc2OC)S(=O)(=O)c2ccccc2)cc1Cl	0.7	0	2	-4	-2	-7	1	1	0
COc1ccccc1CN1CCN(Cc2nc(-c3ccc(C)cc3)oc2C)CC1	1.0	4	2	2	2	0	-1	-5	7
COc1ccc(/C=[N+](\[O-])C2N(c3ccccc3)C(=S)SC2(C)C)cc1OC (configuration not stated)	-0.4	2	-3	-3	-5	0	-1	-2	-2
O=C(Nc1ccc(S(=O)(=O)Nc2nccs2)cc1)c1c(F)c(F)c(F)c(F)c1F	3.6	3	1	-4	5	11	4	-1	8
Cc1cc2ccc3ccccc3c2cc1CN(C)C	-0.7	4	2	-2	4	-5	4	8	-2
Cc1ccc(-c2cc(-c3ccc(Cl)cc3)c(C#N)c(N)n2)o1	-1.4	11	0	13	-3	-6	-11	10	27
Cc1cc(NC(=O)Nc2ccc(Cl)cc2)no1	-1.2	-1	-8	0	2	2	-1	-1	2
CCSc1nnc(NC(=O)CSc2nc(CC)nc3c2c(=O)n(C)c(=O)n3C)s1	0.5	0	2	3	6	36*	0	-3	1
Cc1ccc(SCc2ccc(C(=O)N3CCCC3)cc2)cc1	0.6	3	2	-4	4	1	-4	3	3
COc1ccc(CCN(C(=O)C(F)(F)F)C(C(=O)NC2CCCC2)c2cccs2)cc1 (configuration not stated)	0.6	-2	6	-4	1	0	-3	-2	-3
CC1=C(C(=O)OCC(C)C)C(c2cccs2)NC(=S)N1 (configuration not stated)	-0.3	1	5	-4	4	5	-3	-1	9
O=[N+]([O-])c1ccc(C2(O)CN(c3ccccc3)C3=[N+]2CCS3)cc1 (configuration not stated)	3.5	10	0	2	-2	-2	2	-1	3
CC(NC(=O)c1cc(S(=O)(=O)N2CCOCC2)ccc1N1CCCC1)c1ccc(Cl)c(Cl)c1 (configuration not stated)	-3.0	-4	-1	6	2	-7	-2	10	-3
O=C(CN1CCCc2ccccc21)NC(=O)NCc1ccco1	0.8	10	-14	-1	1	-4	-2	6	16
Cc1ccc(-c2nn3c(C)nnc3c3ccccc23)cc1S(=O)(=O)N1CCN(CCO)CC1	0.2	4	-2	-1	0	8	-3	5	4
O=C(NC(Cc1ccccc1)C(=O)N1CCCC(C(F)(F)F)C1)c1ccccc1 (configuration not stated)	-3.4	9	-1	0	2	-5	1	1	6
CC(Sc1nnc(-c2ccco2)n1N)C(=O)NC1CCCCC1C (configuration not stated)	/	4	2	/	/	/	5	-1	-3
Cc1cccc(OCC(=O)NNC(=O)c2cc(S(=O)(=O)N(C)C)ccc2N2CCCC2)c1	/	6	4	/	/	/	2	0	2
O=S(=O)(c1ccc(SCc2cccc(Cl)c2)nc1)N1CCCC1	/	2	-5	/	/	/	3	1	-2
CSc1cccc(NC(=O)c2cc(S(=O)(=O)N3CCCCC3)c[nH]2)c1	-1.7	3	-7	-4	-4	8	-4	1	2
Cc1cc(NC(=O)C(C)SCC(=O)N(C)CC(=O)Nc2ccc(F)cc2)no1 (configuration not stated)	-1.0	4	0	-1	2	6	-1	4	1

Only part of the results is shown, so the mix of outcomes need not match the whole.
